High-throughput results deposited in PubChem BioAssay by several laboratories.
hgDAF-12 ag – H. glycines DAF-12 receptor agonists, primary screen, cell-based, luminescence, HEK293, GAL4 fusion, UAS-luciferase; Nuclear hormone receptor DAF-12 (Heterodera glycines), GAL4 fusion; HEK293 GAL4-hgDAF12 UAS-luciferase reporter, agonist luminescence; normalized to butyrate control; activation, % at 6.8 µM; actives 1.8% (n = 370,000); AID 687014, 2013;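 active = activation above a cutoff set at the mean of all screened compounds plus 3 SD, cut at about 10% in these data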;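 note: 0% = DMSO wells and 100% = sodium butyrate wells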
SMARCA2 act – SMARCA2 (BRM) function activators, primary screen, cell-based, luminescence, high throughput | MG213 cells, MMTV-luciferase reporter, dexamethasone, overnight | activation, % at 9.1 µM | actives 1% (n = 370,000); in the data active = activation above about 7.8%;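 note: 0% = vehicle wells and 100% = reference activator wells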
DAX1 inh-1 – DAX1 (NR0B1) inhibitors on StAR promoter, primary screen, cell-based, luminescence, SF-1 (NR5A1), full-length DAX-1; HEK293T StAR-luciferase reporter, SF-1/DAX-1 repression relief; inhibition, % at 6.8 µM; actives 1.1% (n = 370,000); AID 652010, 2013;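 active = inhibition above the mean over all tested compounds plus 3 SD, cut at about 3.6% in these data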;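 note: 0% = DAX-1 cells with DMSO and 100% = cells lacking DAX-1 with DMSO; higher inhibition means more luminescence from relief of DAX-1 repression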
PG9 Ab binder – binders of HIV-1 gp120 antibody PG9, primary screen, biochemical, TR-FRET. AID 624416, 2012. TR-FRET gp120-PG9 antibody binding. inhibition, % at 6.7 µM. HIV-1 gp120 / PG9 antibody interaction. actives 0.43% (n = 360,000); in the data active = inhibition above about 8.5%
NPR1 activator – GC-A stimulated cGMP production enhancers – HEK293 GC-A cells, cGMP TR-FRET, EC30 ANP, primary screen; 0% at EC30 ANP, 100% saturating ANP; activation, % at 10 µM; AID 1671463, 2021; actives 0.14% (n = 370,000); Atrial natriuretic peptide receptor 1 (Homo sapiens), P16066; in the data active = activation above about 40%
hcDAF12 agonist – H. contortus DAF-12 nuclear receptor activators, primary screen, cell-based, luminescence, HEK293, lit1-tk-luc reporter; actives 1.4% (n = 370,000); activation, % at 6.8 µM; AID 652067, 2013; HEK293 hcDAF-12 lit1-tk-luc reporter; 0% DMSO, 100% Δ7-dafachronic acid;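 active = activation above the mean of all tested compounds plus 3 SD, cut at about 5.5% in these data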;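 note: 100% = response to 3 µM Δ7-dafachronic acid high control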
ADAM17 inh – ADAM17 inhibitors, primary screen, biochemical, QFRET; inhibition, % at 6.95 µM; recombinant ADAM17, EDANS/DABCYL FRET peptide cleavage; AID 720648, 2013; actives 0.83% (n = 370,000);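 active = inhibition above the mean of compounds lying between control limits plus 3 SD, set per campaign, cut at about 8.5% in these data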;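 note: 0% = DMSO-only wells as the low control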
ADAM10 inh – human ADAM10 inhibitors, primary screen, biochemical, QFRET, HTS. Disintegrin and metalloproteinase domain-containing protein 10 (Homo sapiens), O14672. recombinant ADAM10, EDANS/DABCYL FRET peptide cleavage, 3 h. inhibition, % at 7 µM. actives 0.62% (n = 370,000). AID 720582, 2013;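 active = inhibition above a per-campaign cutoff equal to the mean of compounds falling between control-based bounds plus 3 SD, cut at about 20% in these data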;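 note: 0% = DMSO wells while the 100% control is not disclosed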
Target sequence (O14672 214-748 limits assumed): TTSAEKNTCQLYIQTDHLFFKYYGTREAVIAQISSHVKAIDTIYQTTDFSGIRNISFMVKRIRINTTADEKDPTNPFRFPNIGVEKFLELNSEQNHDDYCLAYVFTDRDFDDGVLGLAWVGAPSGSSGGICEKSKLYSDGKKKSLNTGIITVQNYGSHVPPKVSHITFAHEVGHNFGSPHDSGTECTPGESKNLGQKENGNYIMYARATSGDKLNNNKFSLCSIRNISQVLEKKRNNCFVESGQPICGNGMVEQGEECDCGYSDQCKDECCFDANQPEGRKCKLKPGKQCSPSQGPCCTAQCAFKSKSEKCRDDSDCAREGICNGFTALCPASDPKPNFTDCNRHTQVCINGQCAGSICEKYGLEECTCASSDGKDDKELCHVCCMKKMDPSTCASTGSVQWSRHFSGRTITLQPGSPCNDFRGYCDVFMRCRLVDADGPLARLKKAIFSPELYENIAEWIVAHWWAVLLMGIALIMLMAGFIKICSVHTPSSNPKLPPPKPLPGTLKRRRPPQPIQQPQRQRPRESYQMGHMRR
FXN GAA850 act – FXN promoter activators, primary screen, cell-based, luciferase luminescence, HEK293 lucGAA850. HEK293 lucGAA850 FXN promoter luciferase reporter, 24 h; percent of 10 µM SAHA response. activation, % at 6 µM. actives 0.56% (n = 360,000). AID 540364, 2011;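 active = activation above the average of all compounds screened plus 3 SD, cutoff fixed separately per campaign, cut at about 7.5% in these data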;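 note: 0% = DMSO wells and 100% = 10 µM SAHA wells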
DAX1 inh-2 – DAX1 (NR0B1) inhibitors, primary screen, cell-based, HEK293, Gal4-DAX1, luciferase luminescence; Nuclear receptor subfamily 0 group B member 1 (Homo sapiens), P51843; HEK293 Gal4-DAX1 luciferase reporter; inhibition, % at 6.75 µM; actives 0.99% (n = 340,000); AID 504766, 2011;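 active = inhibition above the mean over all tested compounds plus 3 SD, cut at about 4.2% in these data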;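 note: 0% = DAX1-transfected cells with DMSO and 100% = empty-vector control cells with DMSO; inhibition shows as a rise in luminescence from relieved DAX1 repression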
Target sequence (P51843 207-470 limits assumed): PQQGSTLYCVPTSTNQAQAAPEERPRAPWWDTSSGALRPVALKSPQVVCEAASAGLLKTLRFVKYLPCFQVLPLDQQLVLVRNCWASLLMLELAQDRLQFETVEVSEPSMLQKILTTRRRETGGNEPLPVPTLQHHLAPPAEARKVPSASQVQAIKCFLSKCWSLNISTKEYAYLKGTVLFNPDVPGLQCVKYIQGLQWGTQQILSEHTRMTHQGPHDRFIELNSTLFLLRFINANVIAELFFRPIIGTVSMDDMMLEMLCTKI
ssDAF-12 act – S. stercoralis DAF-12 nuclear receptor activators, primary screen, cell-based, luminescence, HEK293, GRIP1 co-expression, lit1-tk-luc | HEK293 ssDAF-12/GRIP1 lit1-tk-luc reporter; % of 3 µM dafachronic acid response | activation, % at 6.8 µM | AID 652126, 2013 | actives 1% (n = 370,000) | Nuclear hormone receptor DAF-12 (Strongyloides stercoralis);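 active = activation above the mean over all tested compounds plus 3 SD, cut at about 0.9% in these data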;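 note: 0% = DMSO-only wells and 100% = 3 µM delta7-dafachronic acid wells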
* = called active by the depositor; nt = no result given.

SMILES | hgDAF-12 ag | SMARCA2 act | DAX1 inh-1 | PG9 Ab binder | NPR1 activator | hcDAF12 agonist | ADAM17 inh | ADAM10 inh | FXN GAA850 act | DAX1 inh-2 | ssDAF-12 act
O=C(c1ccccc1O)N1N=C(C(F)(F)F)CC1(O)c1ccc([N+](=O)[O-])cc1 (stereo not drawn) | 0.8 | -2.0 | -0.7 | -0.8 | 1.6 | -0.1 | 5.6 | 26.9* | 0.5 | -0.6 | -1.2
CCCCNC(=O)CCCCCNS(=O)(=O)c1ccc(OC)cc1 | 2.1 | -3.5 | 1.3 | 0.6 | 4.5 | -0.8 | -4.6 | -0.5 | 3.7 | 0.1 | -1.2
Fc1cccc(Cn2ccc3ccc(-c4ccc5ccn(Cc6ccccc6)c5c4)cc32)c1 | 3.3 | -1.4 | -0.8 | nt | -3.0 | -1.2 | -18.3 | -62.1 | nt | nt | -1.5
C=CC[C@@]1(c2ccc(Br)cc2OC)Oc2ccccc2-c2nccnc21 | -0.2 | -4.0 | -0.8 | nt | -9.4 | -1.9 | -91.2 | -331.2 | nt | nt | -1.5
Cc1cc(C)c(OCCOCCN(C)C)c(Br)c1 | 0.0 | -0.6 | 0.0 | 1.6 | -0.9 | 0.1 | 1.0 | -0.5 | 0.9 | 0.6 | 0.0
CCCc1nnc(NC(=O)CCC(=O)NCc2ccc(Cl)cc2Cl)s1 | 0.1 | -1.4 | -0.2 | -1.5 | 0.9 | -1.9 | 0.3 | -5.2 | -0.6 | -0.8 | -0.2
COc1cc(NC(=O)CCc2ccccc2)nc(OC)n1 | 0.9 | 1.6 | 0.8 | 0.1 | 1.5 | 2.0 | -1.9 | 7.9 | 2.0 | 0.7 | -1.4
COc1ccc(CNC(=O)CN(C(=O)Cn2nnc(-c3ccccc3F)n2)c2ccc(C)cc2)cc1 | -1.8 | 0.8 | -0.5 | 2.6 | -5.4 | -2.2 | -0.8 | -3.5 | -1.5 | -1.7 | -1.7
Cc1ccc(OCC(O)CN2C(=O)NC(C)(C)C2=O)cc1C (stereo not drawn) | 11.1* | -1.6 | -1.0 | 0.5 | 5.8 | -0.5 | -1.7 | -8.7 | 0.6 | -0.5 | -1.1
CN(C)CCCn1c(=O)n(Cc2ccccc2)c(=O)c2c3c(sc21)CCCCC3 | -2.0 | -3.0 | 0.2 | -2.8 | -11.9 | -1.9 | -4.6 | -10.8 | 6.9 | -1.3 | -0.8
COc1cccc(CNC(=O)Cn2c(=O)oc3cc(S(=O)(=O)N4CCCCC4)ccc32)c1 | -2.9 | -6.4 | -0.5 | 0.1 | -0.2 | -2.9 | -1.6 | 15.9 | -2.1 | -2.5 | -1.2
Cc1ccc2nc(SCc3ccccc3)c(C=O)c(=O)n2c1 | -2.8 | -1.1 | 0.1 | 1.7 | 0.5 | -2.6 | 1.7 | -17.4 | 1.2 | -0.9 | -1.1
O=C(NCCN1C(=O)S/C(=C\c2ccc(Cl)c(Cl)c2)C1=O)C1COc2ccccc2O1 (stereo not drawn) | 1.8 | -0.8 | -0.2 | -0.8 | -0.7 | 1.1 | -7.7 | -0.1 | 2.3 | 3.1 | -1.1
CCOC(=O)c1c(NC(=O)CSc2nnc3ccccn23)sc2c1CCC2 | 0.8 | -4.0 | -0.4 | 1.8 | -0.7 | -1.6 | -3.6 | -6.2 | 3.6 | -1.5 | -1.2
CCNCCNC(=O)c1c(O)c2c([nH]c1=O)CCCC2 | 0.0 | 2.5 | 2.4 | -2.9 | -2.0 | 2.1 | -3.7 | -16.4 | 4.7 | 3.3 | -1.4
CCN1N=C(C)C=C(c2ccccc2)n2c1nc1ccccc12 | 0.1 | -1.5 | -0.6 | 0.9 | -7.3 | 0.7 | -4.5 | -2.4 | -1.1 | -1.4 | -0.4
CCNC(=O)COc1cc(C)c(Cl)c(C)c1 | -1.1 | 0.8 | -0.6 | -2.9 | 3.2 | -0.3 | -6.1 | 2.5 | -0.7 | -0.5 | -1.4
COC(=O)c1cc(OC)c(OC)cc1NCC(=O)Nc1ccc(C)cc1 | -1.4 | 0.6 | 0.0 | -0.2 | -4.2 | -0.7 | -24.5 | -66.4 | 2.5 | -2.1 | -0.8
CN(C)CCCn1c2c(c(SCC(=O)Nc3ccc4c(c3)OCCO4)nc1=O)CCCC2 | -0.4 | 0.6 | 1.6 | -0.7 | 1.6 | -0.1 | -0.8 | 4.4 | 1.0 | -0.3 | -1.1
O=C(NCCC1=CCCCC1)c1c(O)nc2sccn2c1=O | 1.0 | -2.0 | 0.9 | -0.1 | -6.6 | 2.7 | -2.3 | -13.8 | 2.5 | 1.0 | -0.8
CCc1n[nH]c(=O)c2cc3cc(OC)ccc3n12 | 1.9 | 0.3 | 0.0 | -0.9 | 10.4 | -0.6 | -13.4 | -36.3 | 6.5 | 0.1 | -1.1
CC(Oc1cccc(Cl)c1)C(=O)Nc1ccc(S(=O)(=O)Nc2ncccn2)cc1 (stereo not drawn) | -0.6 | -2.1 | 2.1 | -1.2 | -3.5 | 5.0 | -4.8 | -0.3 | 1.0 | 0.0 | 0.7
O=C1NC[C@H](CCCCN2C[C@H](Cc3ccccc3)N(CC3CCCCC3)C(=O)C2=O)N(CCC2CCCCC2)C1=O | 1.1 | -1.6 | 0.1 | 0.0 | 1.2 | -0.6 | -4.1 | -12.3 | nt | nt | 1.4*
O=C(COC(=O)CNC(=O)c1ccccc1)Nc1ccc(Cl)cc1C(F)(F)F | 1.4 | 0.0 | -0.5 | -2.9 | -1.7 | 0.2 | 1.1 | 1.6 | 1.2 | -0.2 | -1.5
COc1ccccc1N1CCN(C/C(C)=C/c2ccccc2)CC1 | -1.4 | -4.8 | -1.2 | 3.0 | 2.9 | -0.8 | -5.6 | -0.4 | 1.2 | 0.7 | -1.2
O=C(COC(=O)c1ccco1)NC(c1ccccc1)c1ccccc1 | 0.1 | -2.7 | 0.8 | 0.0 | -1.0 | -0.5 | -0.1 | -2.0 | 1.5 | -0.6 | -1.4
CNC(=O)NC(=O)CSc1ccc(S(=O)(=O)N(C)C2CCCCC2)cn1 | -0.7 | -1.4 | 0.2 | 0.9 | -1.2 | 0.6 | -2.2 | -2.7 | 0.9 | 1.7 | -1.3
Cc1cc(C(=O)N2CCN(Cc3ccc4c(c3)OCO4)CC2)on1 | -0.3 | -2.6 | -0.5 | -0.5 | 0.6 | 0.0 | -1.0 | -10.9 | -0.2 | 0.5 | -0.7
CCCCn1c(N)c(N(CCOC)C(=O)CC(NC(=O)c2ccccc2)c2ccccc2)c(=O)[nH]c1=O (stereo not drawn) | 1.3 | -1.0 | 0.9 | 1.4 | 1.9 | -0.5 | -4.5 | -11.8 | 0.1 | 1.2 | -1.2
O=C(CSc1ccc(Cl)cc1)Nc1ccc(N2CCN(c3ccccc3)CC2)c(F)c1 | 2.7 | 1.1 | 0.3 | -2.1 | 2.3 | -1.1 | -5.8 | 7.8 | -1.9 | -0.2 | -1.4
COc1cccc(C(=O)Nc2cccc(NC(=O)c3cccs3)c2)c1 | -0.4 | -1.1 | -0.3 | 0.2 | -1.7 | -0.2 | -1.8 | 3.3 | 0.6 | -1.4 | -1.5
CC1CN(C(=O)c2ccccc2Sc2ccccc2C#N)CC(C)O1 (stereo not drawn) | -1.7 | -1.1 | 0.1 | 0.0 | -1.3 | -1.6 | -2.9 | 9.0 | -2.5 | 1.7 | -1.2
COc1ccc(CCNc2nc3c(c(=O)n(C)c(=O)n3C)n2C)cc1OC | -1.0 | -0.5 | -0.5 | 2.5 | 3.8 | -0.2 | -1.7 | 2.5 | 1.5 | 0.8 | -1.7
Cc1ccc(C(C)NC(=O)c2cc3cc(Br)ccc3oc2=N)cc1 (stereo not drawn) | -0.2 | -2.6 | 0.2 | -1.6 | 1.6 | 1.0 | 2.8 | -4.1 | 0.2 | 0.0 | -0.7
CNC(=O)N(O)C1N(/N=C/c2ccc(N(C)C)cc2)C(=S)SC1(C)C (stereo not drawn) | 0.7 | -1.2 | -0.4 | -3.8 | 2.0 | -0.6 | 1.6 | -3.5 | 1.4 | 0.6 | -0.9
O=C(CCl)Nc1cccc(S(=O)(=O)NC2=NCCC2)c1 | -14.9 | 3.9 | -3.9 | 1.5 | 0.8 | -2.8 | 7.7 | 3.8 | 1.2 | -1.6 | -2.6
COc1ccc(CC(=O)N2CCc3ccccc3C2)cc1 | -0.4 | 0.2 | 1.1 | 2.8 | -4.9 | -0.5 | 0.5 | -11.0 | 1.9 | -0.7 | -1.5
COC(=O)C(Cc1ccc(O)cc1)NC(=O)CCc1nc2ccccc2s1 (stereo not drawn) | -2.0 | -0.7 | -0.4 | -1.8 | -2.4 | 0.0 | -3.3 | 2.6 | 1.2 | -1.0 | -0.5
CC(COc1cccc(Br)c1)CN1CCC(C(O)(c2ccccc2)c2ccccc2)CC1 (stereo not drawn) | -1.7 | -8.5 | -1.6 | nt | -12.5 | -2.4 | 4.5 | 9.7 | nt | nt | -1.8
COc1ccc(S(=O)(=O)c2snnc2C)cc1 | -1.8 | -2.0 | -0.1 | -2.3 | 3.2 | -2.0 | -3.6 | -12.8 | 1.3 | 0.9 | -0.8
COc1cccc(C2NC(C)(C(=O)O)C3C(=O)N(C(C)C)C(=O)C23)c1O (stereo not drawn) | 2.5 | -1.0 | 0.0 | -1.1 | 0.5 | 0.3 | -2.9 | -14.6 | -2.2 | 3.2 | -1.7
c1cnc2c(OCc3nc4ccccc4[nH]3)cccc2c1 | 8.3 | 6.9 | 2.5 | -1.6 | 2.8 | 11.0* | 0.1 | -3.4 | 6.0 | 1.8 | 1.2*
O=C(COC(=O)c1cc(=O)c2ccccc2o1)NC1CCCC1 | 0.3 | 0.7 | 0.5 | -0.6 | -1.6 | -0.4 | -4.3 | -2.5 | 2.6 | -0.5 | -1.2
CC1CN(C(=O)c2cccc(S(=O)(=O)Nc3ccc(Cl)cc3)c2)CC(C)O1 (stereo not drawn) | -2.5 | -0.8 | 0.5 | -3.4 | -4.9 | 0.0 | 0.6 | 4.9 | 0.8 | 1.1 | -1.5
Nc1ncc(Br)cc1S(=O)(=O)NCCC(=O)N1CCN(c2ncccn2)CC1 | 0.2 | -2.1 | -0.8 | 1.9 | -1.5 | -0.7 | -6.3 | -34.2 | -0.5 | 0.1 | -1.0
